Assay outcomes: PubChem, National Center for Advancing Translational Sciences (NCATS)
HT1080 IDH1KD tx – toxicity to HT-1080 IDH1 knockdown cells (counter line) | HT-1080 IDH1 knockdown viability, ATP luminescence, 48 h | 2% of 360,000 active | Potency, µM (highest dose often 46.1 µM), inactives show at the highest dose activity, negative = toxicity, most hits filed as cytotoxic;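 also: potency is read from the fitted curve at half-maximal effect; 0% = DMSO wells and -100% = cell-free medium wells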
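Assay cells: HT-1080 with IDH1 knockdown, 750 per well, RPMI/5% FBS. Exposure: 48 h at 37 °C following 2 h pre-incubation. Read: CellTiter-Glo luminescence; fitted concentration-response, curve class assigned.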
ATXN2 expr inh – ATXN2 expression inhibition; HEK-293 ATXN2-luciferase reporter, luminescence, 24 h; Potency, µM (titrated, usually from 57 µM), inactives show top-dose activity change, negative = inhibition, usual class: inhibitors; 0.72% of 360,000 active; also: potency is read from the fitted curve at half-maximal effect; % is scaled to controls: 0 for no effect and ±100 for the full control effect; nearly all actives have a fitted effect of over 55% in size
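qHTS (up to 57 uM final) was run with 24 h compound exposure of reporter cells at 37 °C. Each well was multiplexed: SteadyGlo luminescence measured ATXN2-luciferase expression after a fluorogenic Gly-Phe-AFC viability readout (25 uM final).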
IL1B secr inh – inflammasome signaling inhibition, IL-1 beta readout; THP-1 LPS/ATP IL-1B secretion, AlphaLISA, 16 h; active compounds read low; activity change, % at 57.5 µM; 4.7% of 360,000 active; AID 743279; in the data active = activity change below about -50%; inconclusive = mostly about -30% to -49%; also: % is scaled to controls: 0 for no effect and ±100 for the full control effect
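THP-1 cells pretreated 1 hr with compounds (up to 57.5 uM final), then stimulated with LPS (250 ng/mL final) plus ATP (1.25 mM final); secreted IL-1B measured by AlphaLISA after 16 hr, decreased signal indicating inhibition.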
WRN helicase inh – WRN helicase (human) inhibition; Q14191; WRN helicase unwinding, fluorescent forked duplex, kinetic; Potency, µM (series often up to 114 µM), inactives show top-dose activity change, negative = inhibition, usual class: inhibitors; 0.46% of 360,000 active; AID 651768; also: potency is read from the fitted curve at half-maximal effect; % is scaled to controls: 0 for no effect and ±100 for the full control effect; nearly all actives have a fitted effect of over 55% in size
Target sequence (Q14191 whole entry, looked up): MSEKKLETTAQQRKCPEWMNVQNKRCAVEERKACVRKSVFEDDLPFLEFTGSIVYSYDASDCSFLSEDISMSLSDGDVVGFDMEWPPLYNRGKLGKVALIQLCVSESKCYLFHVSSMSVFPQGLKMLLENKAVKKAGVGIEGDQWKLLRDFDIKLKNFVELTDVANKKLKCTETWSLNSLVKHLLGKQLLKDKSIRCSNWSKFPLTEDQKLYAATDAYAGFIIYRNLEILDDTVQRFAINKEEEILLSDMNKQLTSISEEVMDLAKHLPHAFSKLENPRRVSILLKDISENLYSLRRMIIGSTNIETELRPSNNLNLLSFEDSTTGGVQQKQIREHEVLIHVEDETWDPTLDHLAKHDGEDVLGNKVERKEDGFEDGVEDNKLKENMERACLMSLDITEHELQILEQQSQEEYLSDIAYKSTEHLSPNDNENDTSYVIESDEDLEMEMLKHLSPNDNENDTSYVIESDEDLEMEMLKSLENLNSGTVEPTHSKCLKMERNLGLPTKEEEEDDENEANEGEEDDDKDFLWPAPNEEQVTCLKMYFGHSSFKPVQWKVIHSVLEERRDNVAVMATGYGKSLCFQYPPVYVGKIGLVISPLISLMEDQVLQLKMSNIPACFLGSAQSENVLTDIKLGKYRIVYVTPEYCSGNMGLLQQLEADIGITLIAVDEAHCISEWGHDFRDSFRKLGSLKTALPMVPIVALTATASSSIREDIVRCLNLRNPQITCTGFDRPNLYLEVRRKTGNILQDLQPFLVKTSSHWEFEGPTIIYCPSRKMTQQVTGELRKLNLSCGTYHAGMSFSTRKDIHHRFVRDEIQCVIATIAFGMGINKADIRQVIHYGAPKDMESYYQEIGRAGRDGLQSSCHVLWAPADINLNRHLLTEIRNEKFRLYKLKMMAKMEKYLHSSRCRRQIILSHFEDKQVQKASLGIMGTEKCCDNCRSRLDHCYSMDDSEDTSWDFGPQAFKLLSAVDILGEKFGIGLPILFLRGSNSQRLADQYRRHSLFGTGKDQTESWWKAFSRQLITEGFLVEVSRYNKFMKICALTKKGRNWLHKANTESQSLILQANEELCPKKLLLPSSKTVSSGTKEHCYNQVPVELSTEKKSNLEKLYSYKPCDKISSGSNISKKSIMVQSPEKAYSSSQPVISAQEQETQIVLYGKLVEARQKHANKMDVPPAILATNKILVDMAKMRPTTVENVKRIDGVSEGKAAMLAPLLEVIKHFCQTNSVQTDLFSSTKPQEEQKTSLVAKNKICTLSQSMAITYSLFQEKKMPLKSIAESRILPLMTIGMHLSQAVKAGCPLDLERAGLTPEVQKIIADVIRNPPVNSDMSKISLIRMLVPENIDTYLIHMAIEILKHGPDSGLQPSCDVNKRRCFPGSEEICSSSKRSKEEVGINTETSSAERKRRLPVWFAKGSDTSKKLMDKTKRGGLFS
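WRN at 20 nM final was preincubated with compound for 15 min at room temperature; reaction started with 100 nM forked duplex oligonucleotide carrying fluorophore and quencher plus 2 mM ATP (final). Unwinding followed kinetically by red fluorescence (ex 525/em 598 nm).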
HT1080-NT tox – kills 2HG-producing HT-1080-NT fibrosarcoma cells; HT-1080-NT fibrosarcoma viability, CellTiter-Glo ATP luminescence, 48 h; Potency, µM (series often up to 46.1 µM), for the others: top-dose activity, negative = less viability, most hits filed as cytotoxic; 1.6% of 360,000 active; AID 686970;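 also: NT is the 2HG producing partner of a matched IDH1 knockdown line; potency is read from the fitted curve at half-maximal effect; 0% = DMSO-treated cells and -100% = media-only wells without cells; nearly all actives have a fitted effect of over 55% in size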
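Viability by CellTiter-Glo luminescence after 48 h compound exposure at 37C of HT-1080-NT cells (750/well, RPMI, 5% FBS). % activity scaled between DMSO wells and medium-only wells, then curve-fitted and categorized by curve class.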
SW480 rereplic – inducers of DNA re-replication in SW480 colon cancer cells. Potency, µM (titrated, usually from 46.1 µM), for the others: at the highest dose re-replication activation, most hits filed as activators. 1.8% of 340,000 active. SW480 DNA re-replication, Hoechst DNA content imaging, 48 h. AID 624297; also: potency is read from the fitted curve at half-maximal effect; % of control where 0% means no effect; nearly all actives have a fitted effect of over 55% in size
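Compounds, transferred as 23 nL by pin tool, were incubated with cells for 48 hr; DNA content per nucleus was then quantified by Hoechst staining and fluorescence plate imaging.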
KB-V1 cytotox – KB-V1 MDR subline cytotoxicity | KB-V1 MDR cells viability, CellTiter-Glo, 72 h | Potency, µM (top dose mostly 46.1 µM), for the others: at the highest dose activity change, negative = cytotoxicity, actives largely listed as cytotoxic | 3.4% of 400,000 active | AID 1347076; also: potency is read from the fitted curve at half-maximal effect; % is scaled to controls: 0 for no effect and ±100 for the full control effect; nearly all actives have a fitted effect of over 60% in size
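KB-V1, DMEM (no phenol red) + 10% FBS; cpd pin-transferred, titration series; 72 h, 37 degrees C; CellTiter-Glo, luminescence. Data normalized, curve-fit.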
KB-3-1 cytotox – KB-3-1 parental cell cytotoxicity; KB-3-1 viability, CellTiter-Glo ATP luminescence, 72 h; Potency, µM (doses to about 46.1 µM), for inactives: top-dose activity change, negative = cytotoxic, actives largely listed as cytotoxic; 1.4% of 400,000 active; AID 1347075; also: potency is read from the fitted curve at half-maximal effect; % is scaled to controls: 0 for no effect and ±100 for the full control effect; nearly all actives have a fitted effect of over 60% in size
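Using CellTiter-Glo luminescence, growth of non-resistant KB-3-1 adenocarcinoma cells is assessed 72 h after pin-tool compound addition at 37 °C. Normalized responses across the concentration series yield fitted curves.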
MCF10A rereplic – induces DNA re-replication in MCF 10a normal breast cells | MCF 10A DNA re-replication, Hoechst nuclear intensity, 48 h | Potency, µM (titrated, usually from 46.1 µM), for the others: top-dose activity, positive = re-replication, hits mostly activators | 2.9% of 350,000 active | AID 624296; also: potency is read from the fitted curve at half-maximal effect; % of control where 0% means no effect; nearly all actives have a fitted effect of over 50% in size
* marks the source's active call; other numbers are inactive results; ? = inconclusive; / = not tested or not shown; [ ] = remark or other dose. Unless noted, calls follow the shape of the dose curve; as a rule, active = well fitted curve in the direction sought with a large enough effect; inconclusive = small, poorly fitted or top-dose-only effect, or another doubt; inactive = no such curve, though single readings can be large; an effect the other way counts as inactive or inconclusive.

SMILES	HT1080 IDH1KD tx	ATXN2 expr inh	IL1B secr inh	WRN helicase inh	HT1080-NT tox	SW480 rereplic	KB-V1 cytotox	KB-3-1 cytotox	MCF10A rereplic
CC1=C(C(=O)N2CCOCC2)CC(CC(=O)NCC2CCCCC2)C(=O)N1CCCN1CCCC1=O (centres undefined)	-6%	6%	31	6%	5%	/	13%	31%	/
CC(CN1C(C)CCCC1C)OC(=O)c1ccc(F)cc1 (centres undefined)	0%	-23%	-2	-4%	2%	-2%	11%	-2%	-14%
CCCCN(C(=O)c1ccc([N+](=O)[O-])s1)c1c(N)n(CC(C)C)c(=O)[nH]c1=O	-13%	-1%	12	-5%	-6%	13%	22%	4%	10%
CCN(CC)c1ccc(N=Cc2cc(Br)ccc2O)cc1	?	?	-2	-3%	?	10µM*	-12%	?	?
O=C(COc1ccccc1F)N/N=C1\CCCc2ccccc21	18%	68%[activator]	-4	-4%	15%	-14%	?	6%	?
CC1(C(=O)NS(=O)(=O)c2cccc(Cl)c2)CCN1C(=O)C/C=C/c1ccccc1 (centres undefined)	?	-8%	2	-10%	?	/	1%	0%	/
COc1cc(NC(=O)CSc2nc3ccccc3cc2C)c(C(=O)O)cc1OC	13%	1%	13	-10%[57.1 µM]	14%	-3%	0%	11%	18%
C=CCn1c(COc2ccccc2F)nnc1SCC(=O)Nc1cc2oc3ccccc3c2cc1OC	-21%	-15%	-22	-1%	-20%	4%	?	?	12%
CCOC(=O)c1c(CSc2ccccc2)oc2ccc(O)cc12	-15%	/	4	-5%	-19%	0%	-13%	5%	18µM*
CCN1C(=O)N[C@@H](c2ccccc2)[C@@H](C(=O)OC)[C@H]1C	7%	11%	2	-1%	0%	-10%	-1%	18%	3%
O=S1(=O)C=CC(c2ccccc2)C1 (centres undefined)	11%	-1%	/	9%	19%	-30%[inhibitor]	9%	-3%	-13%
CC(C)(O)C#Cc1ccc(CN2CCN(C3CCCCC3)C(CCO)C2)s1 (centres undefined)	1%	-11%	4	3%	1%	4%	7%	19%	17%
O=C(c1cccs1)N1CCN=C1SCc1cccc(F)c1	11%	/	?	-7%	-2%	-3%	3%	-2%	0%
O=C(CSCSCC(=O)NCC1CCCO1)NCC1CCCO1 (centres undefined)	-4%	-9%	-23	-11%	?	?	6%	-18%	-3%
Cc1ccc2c(c1)C(=O)C(=O)N2c1ccc(C(F)(F)F)cc1	8%	3%	15	-7%	7%	-7%	2%	?	-17%
O=C1c2oc3ccc(Cl)cc3c(=O)c2C(c2ccco2)N1CCN1CCOCC1 (centres undefined)	3%	-6%	19	-7%	1%	-7%	-6%	11%	1%
O=C(c1ccc(Cl)c(S(=O)(=O)N2CCCC2)c1)N1CCN(c2ncccn2)CC1	-10%	-16%	12	4%	-8%	-56%[inhibitor]	?	-7%	-34%[inhibitor]
COc1cc(SC)ccc1C(=O)OCC(=O)N1CCCC1	9%	39%	4	-25%	20%	3%	?	-2%	-6%
O=C(NC1CC1)C1CCN(C2CCN(C(=O)Cc3ccc(F)cc3)CC2)CC1	7%	-23%	12	17%	10%	-16%	12%	-7%	4%
CN(CC(=O)Nc1ccccc1C(F)(F)F)C(=O)C1=COCCO1	7%	-5%	0	7%	7%	-2%	5%	1%	1%
Brc1cc2c(cc1-c1nc3ccccc3s1)OCO2	-26%	17%	36	-8%	-2%	6%	-8%	-14%	-3%
O=C(COC(=O)CCc1nc2ccccc2c(=O)[nH]1)NC1CCS(=O)(=O)C1 (centres undefined)	-3%	/	-1	8%	-10%	9%	?	1%	2%
Cc1cccc(NC(=O)NCCN2CCN(c3ccccc3)CC2)c1C	2%	-11%	6	0%[57.1 µM]	13%	1%	-9%	3%	?
CCn1cc(C(=S)N2CCC(C(N)=O)CC2)c2ccccc21	3%	0%	9	0%[57.1 µM]	3%	?	-2%	0%	-15%
CCCOc1ccc(/C(O)=C2/C(=O)C(=O)N(CCN3CCOCC3)C2c2ccccc2)cc1 (centres undefined)	3%	-7%	0	7%	0%	-3%	4%	-6%	0%
SMILES	HT1080 IDH1KD tx	ATXN2 expr inh	IL1B secr inh	WRN helicase inh	HT1080-NT tox	SW480 rereplic	KB-V1 cytotox	KB-3-1 cytotox	MCF10A rereplic
CCN=C1SC(C(N)=O)CC(=O)N1CC (centres undefined)	13%	13%	-7	8%	11%	-2%	2%	-1%	2%
CCn1c(=NC(=O)C2COc3ccccc3O2)sc2c(OC)ccc(OC)c21 (centres undefined)	4%	/	-22	1%	?	-24%	9.2µM*	-27%	16%
C1CCN(c2nc3nonc3nc2N2CCCCC2)CC1	9%	10%	-4	4%	27%	-20%	-11%	2%	4%
CC(C)c1ccc(OCC(=O)Nc2c3c(nn2C(C)(C)C)CS(=O)(=O)C3)cc1	0%	-6%	-12	-11%	-3%	3%	?	2%	4%
CCOc1cc(NS(=O)(=O)c2ccc(OC)cc2)c(OCC)cc1NC(C)=O	-2%	-12%	-15	-2%	1%	-2%	?	4%	13%
Nc1cc(N)nc(SCc2nnnn2-c2ccc(Cl)cc2)n1	6%	-13%	5	4%	15%	-21%	11%	5%	0%
CC(C)Nc1nc(NC2CCCC2)nc(N2CCOCC2)n1	0%	-11%	-99*	-8%	-1%	2%	?	25%	11%
CC1Oc2ccccc2N(CC(=O)N2CCCC2)C1=O (centres undefined)	24%	-13%	-4	4%	13%	10%	0%	7%	-4%
COC(=O)CNC(=O)COC(=O)c1cc(Cl)cc(Cl)c1N	9%	6%	24	-5%	8%	-5%	0%	6%	14%
CN(Cc1ccc(Cl)c(Cl)c1)C(=O)C1CSC2(C)CCC(=O)N12 (centres undefined)	0%	4%	-10	5%	3%	-12%	?	-20%	2%
O=C(NCc1cccnc1)C(=O)NCC1OCCCN1S(=O)(=O)c1ccc(F)cc1 (centres undefined)	-2%	-1%	3	-15%	5%	-6%	0%	17%	-3%
Cc1ccccc1CN(c1ccc(C(N)=O)cc1)S(C)(=O)=O	0%	4%	11	-6%	-1%	0%	0%	5%	6%
NS(=O)(=O)c1ccc(CCNC(=O)C2CCCN(S(=O)(=O)c3cccnc3)C2)cc1 (centres undefined)	15%	8%	13	3%	12%	-1%	?	12%	-1%
CSC(SC)=C(C(C)=O)C(=O)c1ccc(C)cc1	-1%	-9%	-50*	-5%	-1%	-1%	2%	0%	20%
O=C(CSCc1ccc([N+](=O)[O-])cc1)N/N=C/c1cccnc1	11%	-4%[11.3 µM]	32	-1%	-2%	-9%	13%	-8%	-3%
Cc1cc(O)c(C(C)C)cc1NC(=O)Nc1ccc([N+](=O)[O-])cc1	?	1%	?	4%	-23%	-10%	11%	-11%	-14%
Cc1ccc(-c2nc(CS(=O)CC(=O)NCc3ccco3)c(C)o2)cc1 (centres undefined)	-10%	9%	-14	-3%	-12%	-3%	-7%	-1%	0%
Cc1nc2ccc(S(=O)(=O)N(C)CC(=O)NC(C)c3ccccc3)cc2s1 (centres undefined)	-3%	1%	3	3%	7%	-11%	?	3%	-3%
Cc1ccc(S(=O)(=O)N[C@H](C(=O)NC2CCC(C)CC2)C(C)C)cc1 (some centres undefined)	-7%	-11%	21	-6%	-2%	-12%	0%	17%	2%
O=C(NCc1ccc2c(c1)OCO2)c1ccc(COc2cccc(Cl)c2)o1	-12%	-6%	-18	-17%	-3%	-8%	7%	-9%	?
CC(C)(C)c1ccc(S(=O)(=O)Nc2noc3ccccc23)cc1	1%	/	11	4%	-5%	3%	-11%	0%	-4%
CCOC(=O)N1C(=O)[C@](c2ccc(Cl)cc2)(C(C)C)N1C(=O)OCC	-30%	?	-98*	-16%	-20%	?	6%	-17%	?

Ordered by length of the SMILES (rising): some entries from above.
SMILES	HT1080 IDH1KD tx	ATXN2 expr inh	IL1B secr inh	WRN helicase inh	HT1080-NT tox	SW480 rereplic	KB-V1 cytotox	KB-3-1 cytotox	MCF10A rereplic
CCN=C1SC(C(N)=O)CC(=O)N1CC (centres undefined)	13%	13%	-7	8%	11%	-2%	2%	-1%	2%
Brc1cc2c(cc1-c1nc3ccccc3s1)OCO2	-26%	17%	36	-8%	-2%	6%	-8%	-14%	-3%
CC1Oc2ccccc2N(CC(=O)N2CCCC2)C1=O (centres undefined)	24%	-13%	-4	4%	13%	10%	0%	7%	-4%
CSC(SC)=C(C(C)=O)C(=O)c1ccc(C)cc1	-1%	-9%	-50*	-5%	-1%	-1%	2%	0%	20%
COC(=O)CNC(=O)COC(=O)c1cc(Cl)cc(Cl)c1N	9%	6%	24	-5%	8%	-5%	0%	6%	14%
Cc1ccc(-c2nc(CS(=O)CC(=O)NCc3ccco3)c(C)o2)cc1 (centres undefined)	-10%	9%	-14	-3%	-12%	-3%	-7%	-1%	0%
O=C1c2oc3ccc(Cl)cc3c(=O)c2C(c2ccco2)N1CCN1CCOCC1 (centres undefined)	3%	-6%	19	-7%	1%	-7%	-6%	11%	1%
Cc1ccc(S(=O)(=O)N[C@H](C(=O)NC2CCC(C)CC2)C(C)C)cc1 (some centres undefined)	-7%	-11%	21	-6%	-2%	-12%	0%	17%	2%

Random draw from the library; about 12% have a hit in one of these screens.
